CAL PDZ FP-1: inhibitors of human CAL PDZ peptide binding | Q9HD26 | purified CAL PDZ, TMR-peptide fluorescence polarization, 1 h | inhibition, % at 24.9 µM | actives 0.92% (n = 300,000) | AID 602252;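 active = mean inhibition of at least 30% with at least half of replicates also reaching 30%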;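 note: 0% = DMSO neutral control and 100% = excess unlabeled competitor peptide PRC23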
NSD2 inh: NSD2 (human) methyltransferase inhibition; actives 0.54% (n = 310,000); NSD2 peptide methylation, AlphaScreen, 120 min; inhibition, % at 12.5 µM; O96028; in the data active = inhibition above about 50%
SR-BI HDL uptake: blocks mouse SR-BI lipid uptake from DiI-HDL. inhibition, % at 12.5 µM. actives 0.96% (n = 320,000). ldlA[mSR-BI] CHO cells, DiI-HDL uptake fluorescence, 3 h. Q61009. AID 488896;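 active = mean replicate inhibition of at least 70% and a set share of replicates each scoring 70 or more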;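 note: 0% = median of neutral control wells and 100% = median of positive control wells; values of inactives mirror those of a sister screen read the other way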
Target sequence (Q61009 whole entry, looked up): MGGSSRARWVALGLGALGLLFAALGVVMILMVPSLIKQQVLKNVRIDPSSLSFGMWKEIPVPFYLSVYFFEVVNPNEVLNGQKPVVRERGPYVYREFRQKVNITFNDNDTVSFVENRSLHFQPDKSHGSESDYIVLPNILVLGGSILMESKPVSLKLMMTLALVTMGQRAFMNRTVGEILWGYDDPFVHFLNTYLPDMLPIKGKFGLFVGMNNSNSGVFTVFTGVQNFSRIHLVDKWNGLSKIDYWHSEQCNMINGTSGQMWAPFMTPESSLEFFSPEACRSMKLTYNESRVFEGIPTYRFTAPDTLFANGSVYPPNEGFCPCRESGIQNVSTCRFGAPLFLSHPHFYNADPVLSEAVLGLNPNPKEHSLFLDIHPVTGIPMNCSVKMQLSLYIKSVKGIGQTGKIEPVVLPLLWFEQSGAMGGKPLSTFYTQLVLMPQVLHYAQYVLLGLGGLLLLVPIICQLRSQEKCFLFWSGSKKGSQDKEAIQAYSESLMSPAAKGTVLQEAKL
PvdQ acylase: blocks Pseudomonas aeruginosa PvdQ acylase activity. purified PvdQ acylase, fluorescence plate reader. actives 0.063% (n = 340,000). inhibition, % at 10 µM; in the data active = inhibition above about 30%, passing the limit was not always enough;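 note: 0% = vehicle neutral wells and 100% = reference inhibitor wells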
dFosB act: mouse delta FosB homodimer activation | purified delta FosB, TAMRA-CDK5 oligo fluorescence polarization; percent of positive-control signal above neutral wells | activation, % at 25 µM | actives 0.99% (n = 340,000) | AID 493131;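 active = mean activation above about 17%, with every replicate also reaching it, limit read from the data, passing the limit was not always enough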;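 note: fluorescence polarization rise as delta FosB binds a TAMRA Cdk5 AP-1 oligo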
Target sequence (P13346 whole entry, looked up): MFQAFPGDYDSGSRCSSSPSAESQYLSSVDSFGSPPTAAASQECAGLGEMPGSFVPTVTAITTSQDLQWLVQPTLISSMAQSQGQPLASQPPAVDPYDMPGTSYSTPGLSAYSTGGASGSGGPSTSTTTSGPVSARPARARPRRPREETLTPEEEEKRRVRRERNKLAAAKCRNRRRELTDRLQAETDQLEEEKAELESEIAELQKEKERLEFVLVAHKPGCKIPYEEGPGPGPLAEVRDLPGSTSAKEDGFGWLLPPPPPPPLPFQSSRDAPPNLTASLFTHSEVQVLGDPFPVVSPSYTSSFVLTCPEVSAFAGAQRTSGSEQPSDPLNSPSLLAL
SR-BI uptake up: SR-BI HDL lipid transfer activation; actives 0.096% (n = 320,000); CHO ldlA[mSR-BI] cells, DiI-HDL uptake fluorescence, 3 h; 100 = double the neutral-control signal; AID 504775; activation, % at 12.5 µM;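 active = mean replicate activation of at least 60% and every replicate at or above 60%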;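 note: 0% = median plate neutral-control signal and 100% = twice that signal; values of inactives mirror those of a sister screen read the other way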
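Material – SR-BI-overexpressing, LDLR-lacking CHO cells · Medium – BSA-supplemented, HEPES-buffered Ham's F12, pH 7.4 · Doses – single concentration · Times – compound with DiI-HDL co-incubation, 3 h at 37 °C · Measured by – bottom-read fluorescence, 550/595 nm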
Rtt109 Vps75: blocks Candida albicans Rtt109/Vps75 acetyltransferase activity; Q5AAJ8; purified Rtt109/Vps75, ThioGlo CoA-SH fluorescence, 4 h; inhibition, % at 34.9 µM; actives 0.16% (n = 330,000);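 active = inhibition of at least 50% in every replicate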
PfHsp90 set2: growth inhibition of yeast expressing Plasmodium Hsp90. S. cerevisiae expressing PfHsp90, BacTiter-Glo ATP, 48 h; yeast lacking PDR1 and PDR3 efflux regulators. inhibition, % at 9.4 µM. actives 0.32% (n = 310,000). AID 504621;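 active = every replicate shows inhibition above about 80%, whatever the replicate mean, limit read from the data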;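 note: 0% = DMSO neutral controls and 100% = 20 µM radicicol positive controls; yeast relying on Plasmodium falciparum Hsp90 in place of its own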
CAL PDZ FP-2: inhibitors of human CAL PDZ peptide binding. actives 0.02% (n = 330,000). inhibition, % at 20 µM. purified CAL PDZ, TMR-peptide fluorescence polarization, 1 h. AID 504414. Q9HD26;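 active = highest replicate inhibition of at least 40%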;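 note: plate controls were DMSO neutral control wells for no effect and unlabeled competitor peptide control wells for full effect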
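Test system: tagged CAL PDZ domain / Buffer or medium: sodium phosphate/NaCl buffer pH 7.4 with TCEP, IgG, Thesit / Reagent: TMR-labelled reporter peptide T*-PRC34 bound in PDZ groove / Compound dosing: single point, 20 µM / Schedule: 1 h incubation at room temperature before polarization reading / Technique: fluorescence polarization (mP) / Benchmarks: unlabelled peptide, DMSO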
MITF TRPM1 HTS: MITF TRPM1 promoter activation in melanoma cells | SK-MEL-5 TRPM1-promoter luciferase, 24 h; % of positive control, neutral wells = 0 | actives 0.75% (n = 300,000) | activation, % at 12.5 µM | AID 588334;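 active = mean activation of at least 80% with every replicate also reaching 80%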;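 note: 0% = neutral control wells and 100% = parthenolide positive control wells; values of inactives mirror those of a sister screen read the other way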
* marks the source's active call; other numbers are inactive results; x = not tested or not shown. No enrichment for hits. Share with any hit: about 4.3%.

(1) COc1ccc(NC(=O)c2cc3c(COC(C)=O)cnc(C)c3oc2=Nc2cccc(C(=O)O)c2)c(OC)c1
(2) COc1ccccc1NS(=O)(=O)c1cc(NC(=O)CNC(=O)c2cc(C)cc(C)c2)ccc1C
(3) O=C(O)c1cc2nc(-c3ccccc3)cc(-c3ccccc3)n2n1
(4) COc1ccc(S(=O)(=O)N2CCC(C)CC2)cc1Br
(5) Cc1ccc(NC(=O)NCc2ccccn2)cc1Cl
(6) Cc1c(C(=O)O)sc2ncnc(N3CCCCC3C)c12 (stereo unspecified)
(7) CC(C)(C)Nc1nc(N)nc(Cl)n1
(8) O=C(NNC(=O)C1CCN(S(=O)(=O)c2ccc(Cl)cc2)CC1)c1ccc(Cl)cc1

Screen / compound no.,1,2,3,4,5,6,7,8
CAL PDZ FP-2,-0.5,-1.1,-1.6,-1.8,-1.3,-1.1,-0.6,-0.9
CAL PDZ FP-1,-4,2,5,-2,-5,-4,3,3
PfHsp90 set2,-15,-12,15,-13,-10,-4,11,-31
PvdQ acylase,12,-12,2,-2,-5,-8,-4,0
MITF TRPM1 HTS,-1,-13,0,-12,20,-11,-22,-4
SR-BI HDL uptake,-29,14,-49,21,-14,x,-4,3
NSD2 inh,12,0,2,0,-1,-4,-3,-1
Rtt109 Vps75,2,5,-3,-10,-3,-5,-1,-2
SR-BI uptake up,29,-14,49,-21,14,x,4,-3
dFosB act,-17,-13,-4,-3,1,2,4,-1

(9) C=CCNC(=O)c1cc(Cl)ccc1[N+](=O)[O-]
(10) CCCCOC(=O)Cn1c(=O)oc2ccc(C)cc21
(11) CCc1nc(CNC(=O)C2CCC(=O)N(CCc3ccc(OC)cc3)C2)cs1 (stereo unspecified)
(12) CCOC(=O)c1cc2c(ccn2C)n1Cc1ccc(Cl)cc1
(13) C/C(=N\NC(=O)C(=O)Nc1c(C)n(C)n(-c2ccccc2)c1=O)c1ccncc1
(14) CCOc1ccc(N(CC(=O)Nc2ccc(C)cc2)S(C)(=O)=O)cc1
(15) CC(C)(C)C(=O)Nc1c2c(nc3c1CCC3)CCCC2
(16) O=C(Nc1ccc(NC(=O)c2cccs2)cc1)c1cccnc1

Screen / compound no.,9,10,11,12,13,14,15,16
CAL PDZ FP-2,-0.4,0.3,-1.9,-1.6,-1.6,x,-0.1,0.7
CAL PDZ FP-1,-1,-4,-2,-3,-2,4,-2,-2
PfHsp90 set2,7,0,1,-8,-3,29,15,0
PvdQ acylase,27,-5,-4,10,2,-13,-1,-5
MITF TRPM1 HTS,-10,x,8,5,x,66,-6,16
SR-BI HDL uptake,3,-9,-38,20,-2,-10,10,-6
NSD2 inh,-4,x,-1,-1,-1,-2,6,-1
Rtt109 Vps75,-8,0,8,x,13,-8,2,x
SR-BI uptake up,-3,9,38,-20,2,10,-10,6
dFosB act,0,-4,0,-8,4,-3,5,9

Values by screen from the list:
PfHsp90 set2, entries 12–16 → -8, -3, 29, 15, 0

Some of the entries above, set out differently:
The line under a structure holds: CAL PDZ FP-2 | CAL PDZ FP-1 | PfHsp90 set2 | PvdQ acylase | MITF TRPM1 HTS | SR-BI HDL uptake | NSD2 inh | Rtt109 Vps75 | SR-BI uptake up | dFosB act
(14) CCOc1ccc(N(CC(=O)Nc2ccc(C)cc2)S(C)(=O)=O)cc1
→ x | 4 | 29 | -13 | 66 | -10 | -2 | -8 | 10 | -3
(15) CC(C)(C)C(=O)Nc1c2c(nc3c1CCC3)CCCC2
→ -0.1 | -2 | 15 | -1 | -6 | 10 | 6 | 2 | -10 | 5
(16) O=C(Nc1ccc(NC(=O)c2cccs2)cc1)c1cccnc1
→ 0.7 | -2 | 0 | -5 | 16 | -6 | -1 | x | 6 | 9

Remaining list, next part:
(17) CCN(CC)Cc1nc2c(c(=O)[nH]1)C(CC)(CC)Cc1ccccc1-2
(18) O=C(NC1CCN(C(=S)NCCc2ccccc2)CC1)C1CC1
(19) C/C(=N\NC(=O)CN1CCCCC1)c1ccccc1O
(20) O=C1c2cccnc2C(O)N1Cc1ccc(F)cc1 (stereo unspecified)
(21) CC1CCCN(C(=O)c2cc3c(=O)n4ccccc4nc3s2)C1 (stereo unspecified)
(22) CCOc1ccc(NC(=O)CCN2C(=O)c3cccc([N+](=O)[O-])c3C2=O)cc1
(23) C=CCNC(=S)N1CCN(CCNC2=CC(=O)CC(C)(C)C2)CC1
(24) COc1ccccc1NC(=O)Cn1cnc2c(nnn2-c2ccc(C)cc2)c1=O

Screen / compound no.,17,18,19,20,21,22,23,24
CAL PDZ FP-2,x,-5.2,x,-0.3,-2.1,2.0,-0.2,-1.7
CAL PDZ FP-1,-2,1,6,-1,-1,x,-3,-4
PfHsp90 set2,10,-6,19,11,27,7,7,-19
PvdQ acylase,11,-14,-6,6,9,-15,-11,-5
MITF TRPM1 HTS,-1,9,-3,-2,22,-5,0,-6
SR-BI HDL uptake,15,-9,-7,-27,10,6,-7,1
NSD2 inh,-1,-2,-5,-9,-5,0,-3,-1
Rtt109 Vps75,8,3,5,3,-143,0,-7,-1
SR-BI uptake up,-15,9,7,27,-10,-6,7,-1
dFosB act,-10,-2,4,2,-4,1,-2,6

(25) c1ccc(-c2nccc(-c3ccc4c(c3)OCO4)n2)cc1
(26) CCCN1C2CCCC1CC(NC(=O)c1cccc([N+](=O)[O-])c1)C2 (stereo unspecified)
(27) O=C(Cc1ccccc1)Nc1ccc(-c2nnc(-c3ccco3)o2)cc1
(28) O=C(CCN1C(=O)/C(=C/c2ccc(F)cc2)SC1=S)N[C@@H](CO)Cc1ccccc1
(29) CC(Oc1ccccc1)C(=O)Nc1cccc([N+](=O)[O-])c1 (stereo unspecified)
(30) COc1ccc(O)c(-c2cc(-c3cccs3)[nH]n2)c1
(31) O=C(CCc1nc2ccccc2c(=O)[nH]1)OCC(=O)c1ccc(C2CCCCC2)cc1
(32) O=C(NN=Cc1cc(Cl)ccc1[N+](=O)[O-])c1ccco1

Screen / compound no.,25,26,27,28,29,30,31,32
CAL PDZ FP-2,-1.7,-0.3,-2.3,-3.1,-7.8,-1.0,-0.5,0.1
CAL PDZ FP-1,0,-17,-5,-2,1,x,11,-4
PfHsp90 set2,x,-11,-26,-25,24,-10,-9,23
PvdQ acylase,-15,3,-1,-4,-9,10,-12,-11
MITF TRPM1 HTS,17,x,x,6,13,x,5,15
SR-BI HDL uptake,-14,-14,23,33,-11,36,-8,-5
NSD2 inh,x,17,1,-4,2,5,-2,0
Rtt109 Vps75,2,-6,-10,-3,-22,10,-4,-1
SR-BI uptake up,14,14,-23,-33,11,-36,8,5
dFosB act,-19,-3,2,9,-4,-9,-7,-5

(33) Cc1cccc(CC(=O)Nc2ccon2)c1
(34) CC(=O)Nc1ccc(Nc2nc(-c3cc4ccccc4oc3=O)cs2)cc1
(35) O=C(CC1OC(=O)c2ccccc21)Nc1cc(Cl)ccc1N1CCOCC1 (stereo unspecified)
(36) CC(Nc1c([N+](=O)[O-])c(=O)oc2ccccc12)C(Cl)c1ccccc1 (stereo unspecified)
(37) O=C(NNC(=O)c1ccncc1)c1ccccc1
(38) COc1ccc(CCNS(=O)(=O)c2ccc3c(c2)NC(=O)CS3)cc1OC
(39) COCCn1cnc2c1c(=O)n(CC#N)c(=O)n2Cc1ccccc1
(40) COc1cc(C2NC(=O)NC(C)=C2C(=O)OC2CCCC(C)C2)cc(Br)c1O (stereo unspecified)

Screen / compound no.,33,34,35,36,37,38,39,40
CAL PDZ FP-2,1.4,-1.0,-0.4,-0.3,-1.8,-2.0,-4.9,-16
CAL PDZ FP-1,1,5,x,-1,15,2,-2,-5
PfHsp90 set2,15,-16,12,0,3,-24,18,-31
PvdQ acylase,0,7,7,-15,-11,-14,-25,-12
MITF TRPM1 HTS,-17,x,1,-39,5,-10,1,12
SR-BI HDL uptake,-13,55,42,5,-1,-11,x,x
NSD2 inh,-1,-2,-2,0,2,2,5,5
Rtt109 Vps75,-7,1,1,-8,2,0,-4,-10
SR-BI uptake up,13,-55,-42,-5,1,11,x,x
dFosB act,4,-7,-7,3,4,-10,-7,-12

(41) Clc1ncccc1-c1nnn(-c2ccccc2)n1
(42) CC(=O)Nc1cccc(NC(=O)c2cc(-c3cccnc3)nc3ccc(Cl)cc23)c1
(43) Cc1ccc2cc(C=C(C#N)C#N)c(N3CCCCC3)nc2c1
(44) CC(C)CN(C(=O)CN1CCN(c2ccc([N+](=O)[O-])cc2)CC1)c1c(N)n(CC(C)C)c(=O)[nH]c1=O
(45) O=C(COc1ccccc1Cl)NCCCNC(=O)c1cccnc1
(46) COc1ccccc1NS(=O)(=O)c1cc(NC(C)=O)ccc1N1CCCCC1
(47) O=Cc1cccn1-c1ncc(Br)cn1
(48) CCn1ccnc1CN1CCCC(C(=O)c2ccc3cc(OC)ccc3c2)C1 (stereo unspecified)

Screen / compound no.,41,42,43,44,45,46,47,48
CAL PDZ FP-2,-1.5,-0.8,-2.5,-1.6,-1.3,0.4,-0.3,-3.3
CAL PDZ FP-1,-5,-9,0,-9,x,-1,0,-8
PfHsp90 set2,14,6,-11,x,-1,x,-4,x
PvdQ acylase,-7,-3,-23,1,-4,1,2,-4
MITF TRPM1 HTS,99*,-2,1,-8,-13,17,-11,7
SR-BI HDL uptake,-18,73*,5,-13,x,-11,-4,-4
NSD2 inh,x,-1,x,1,x,-2,-8,7
Rtt109 Vps75,-6,-3,-3,-3,0,-3,3,1
SR-BI uptake up,18,-73,-5,13,x,11,4,4
dFosB act,-7,-13,-9,-3,-11,-14,-1,-10

One compound at a time (already shown).
Record of COc1ccc(O)c(-c2cc(-c3cccs3)[nH]n2)c1 = CAL PDZ FP-2: -1.0; CAL PDZ FP-1: x; PfHsp90 set2: -10; PvdQ acylase: 10; MITF TRPM1 HTS: x; SR-BI HDL uptake: 36; NSD2 inh: 5; Rtt109 Vps75: 10; SR-BI uptake up: -36; dFosB act: -9
Record of O=C(NNC(=O)C1CCN(S(=O)(=O)c2ccc(Cl)cc2)CC1)c1ccc(Cl)cc1 = CAL PDZ FP-2: -0.9; CAL PDZ FP-1: 3; PfHsp90 set2: -31; PvdQ acylase: 0; MITF TRPM1 HTS: -4; SR-BI HDL uptake: 3; NSD2 inh: -1; Rtt109 Vps75: -2; SR-BI uptake up: -3; dFosB act: -1

Assay outcomes from PubChem.
